Bioassay records (PubChem BioAssay)
Pf Dd2 growth = Plasmodium falciparum Dd2 growth inhibition; P. falciparum Dd2 growth, SYBR Green, 72 h; Potency, µM (highest dose often 28.9 µM), for the others: at the top dose activity, negative = inhibition, usual class: inhibitors; actives 4.3% (n = 120,000); AID 1347417; active means well fitted inhibition curve with a large enough effect; inconclusive means small, poorly fitted or top-dose-only effect; inactive means no such curve, though single readings can be large or run the other way;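 further: plate controls were DMSO vehicle for no effect and reference drug for full effect; nearly all actives have a fitted effect of over 65% in size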
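Infected erythrocytes (Dd2, 0.3% parasitemia, 2.5% hematocrit final) are added to compound in RPMI-1640/Albumax II medium, grown 72 h at 37C in low oxygen, then lysed with saponin/Triton-X containing SYBR Green and read by fluorescence.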
Starred values were filed as active, the others as inactive; i = inactive; ? = inconclusive; [ ] = dose if it differs, or a comment. Potency means the concentration at half of the fitted maximal effect.

mol,Pf Dd2 growth
Cc1cccc(NC(=O)CSc2nc3c(oc4ccccc43)c(=O)n2Cc2ccco2)c1,i
Cc1ccc(C(=O)N2CCC3(C2)C(=NC2CCCCC2)NC(=O)N3c2cccnc2)cc1 (stereo not given),16%
CN(Cc1ccc(-c2ccccc2)cc1)Cc1ccccn1,?
Cc1ccc(S(=O)(=O)c2nnn3c2nc(NC2CCCC2)c2ccccc23)cc1,7%
Cc1cc(C)nc(NS(=O)(=O)c2ccc(NC(=O)c3ccccc3O)cc2)n1,-22%
COc1ccc(NC(=O)CN2C(=O)NC3(CCS(=O)(=O)CC3)C2=O)cc1Cl,-22%
COc1ccc2c(c1)C=C(CN1CCCC(O)(CN(C)C)C1)CO2 (stereo not given),-16%
CCc1cccc(NC(=O)Cn2c(-c3ccc(Cl)cc3)nc(C)c(CCO)c2=O)c1,i
CC(C)N1C(=O)C2(CCCCC2)C1C(=O)NC1CCCC1 (stereo not given),-19%
O=[S+]([O-])(Nc1ccccc1)c1ccc2c(c1)OCCN(Cc1cocn1)C2,-5%[44.1 µM]
COc1ccc(C[C@H](NC(=O)C2=C[C@@H](NC(=O)CC3(CC(=O)O)CCCC3)[C@@H](O)[C@H](O)C2)C(N)=O)cc1,14%
CO[C@H]1C(=O)N(C2CCN(C(=O)c3cccc(C#N)c3)CC2)[C@H]1c1ccncc1,30%
COc1ccc(NC(=O)CCN2CCN(c3cccc(Cl)c3)CC2)cc1,?
Cc1nc(CCNC(=O)NC2CCCCC2)no1,8%
Fc1ccc2c(c1)nc1n2[C@@H](CNC2CCOCC2)COC1,-19%[44.1 µM]
Cc1nc(CCN(C)C(=O)c2ccc3nc(Cc4ccccc4F)oc3c2)no1,0%
O=C(Cn1nc2c(cc1=O)CCCC2)Nc1nc(-c2ccccn2)cs1,-3%
Cc1cccc(OCC(=O)N2CCC3(CC2)NC(=O)N(c2cccc(F)c2)N3)c1,-7%
COc1ccc(-n2ncc(C(=O)NCc3cccs3)c2C2CCN(C(=O)OC(C)(C)C)CC2)cc1,?
CS(=O)(=O)c1ccc(CN2CCOC[C@H]2c2ncc(-c3ccc(Cl)cc3)[nH]2)cc1,11µM*
Cn1cc(CNCC2(COc3ccc(C(F)(F)F)cn3)C[C@@H](O)[C@@H](O)C2)cn1 (stereo not given in full),i
COCC(=O)N1CCN(CC(=O)Nc2ccc(C)cc2)[C@H]2CS(=O)(=O)C[C@H]21,-11%
COc1cc(OC)c(NS(=O)(=O)c2ccc3c(c2)CCCN3C(C)=O)cc1Cl,0%
Cc1nccn1CC1(CNc2ccncn2)CC1,31%[activator]
COc1cc(OC)c(C(=O)N2CCC3(CC2)[C@H](O)C[C@@H]3OC)cc1OC,-21%

(list continues)
mol,Pf Dd2 growth
COc1cccc(NC(=O)Cn2nnc(C(=O)NCCc3ccccc3)c2N)c1,i
Cc1ccc(C(=O)N2CCC(n3cc(-c4nc(-c5ccccc5)no4)nn3)CC2)cc1,?
O=C(CSc1nnc(COc2ccccc2)o1)Nc1cc(C(F)(F)F)ccc1Cl,23%
COCC1CN(C(C)=O)CC12CCN(C(=O)c1ccsc1)CC2 (stereo not given),i
COc1ccc(Cn2ccc3nc(C)c(C(=O)N4CCN(c5ccccc5OC)CC4)cc3c2=O)cc1,?
COc1ccc(-c2cn3c(n2)CO[C@@H](CNS(C)(=O)=O)C3)cc1,i
CC(C)NC(=O)C1(CCO)CC12CCOCC2 (stereo not given),22%
COc1ccc(CN2C(=O)[C@@H]3C[C@@H](CN3C3CCC3)Oc3ccccc32)cc1,?
COc1ccc(CNC(=O)NCC(=O)N2CCCCCCNC(=O)CC2c2ccccc2)cc1 (stereo not given),8.9µM*
CCCCN1C(=O)c2ccccc2C(C(=O)NCCC)C12CCCCC2 (stereo not given),i
CCOc1ccccc1C1NC(=O)N(CC(=O)Nc2cccc(C#N)c2)C2=C1C(=O)OC2 (stereo not given),-14%
COc1ccc(Cc2ncc3c(n2)CN(C(=O)c2ccc(F)c(C)c2)C3)cc1,?
CC(=O)c1ccc(NC(=O)Cn2c(=O)nc(-c3ccccc3)c3ccccc32)cc1,7%
O=C(Nc1ccc(F)c(Cl)c1)C1CCN(C(=O)c2ncn3c2COC(c2ccccc2)C3)CC1 (stereo not given),-24%
CC[C@H]1CN(C(=O)C(C)(C)C)CC[C@H]1CC(=O)NCc1cccnc1,38%[activator][44.1 µM]
COc1cccc(CNC(=O)Cn2ncn3c(cc4ccccc43)c2=O)c1,-5%
CCc1nc(-c2c3n(c(=O)n(Cc4cc(=O)n5ccccc5n4)c2=O)CCCC3)no1,-16%
CC(C)C(=O)Nc1ccc2nc(SCC(=O)N3CCOCC3)sc2c1,5%
CCOc1ccc2c(c1)[C@@H]1C=CC[C@@H]1[C@H](c1ccccc1Cl)N2,?
Cc1cccc(CNC(=O)c2cc3c(=O)[nH]c(C)cn3n2)c1,?
COCCNC(=O)C[C@@H]1C[C@H]2O[C@H](CNC3CCN(C)CC3)[C@@H](O)[C@H]2O1,14%[44.1 µM]
O=C1CCN(S(=O)(=O)c2ccccc2)CCCN(Cc2ccccc2)CCN1,8.9µM*
CN1CCC(C(=O)N2Cc3ccccc3CC3(CCN(Cc4ccc(O)cc4)C3)C2)CC1 (stereo not given),0%
CC(C)=CCN1CCN(C(=O)CCOc2ccccc2)[C@H]2CS(=O)(=O)C[C@H]21,-16%
Cc1cccc(NC(=O)c2ccc3c(c2)CCN3S(=O)(=O)c2ccccc2)c1C,-23%

Grouped by structure: the compounds so far with a thiophene ring, fused or not
mol,Pf Dd2 growth
COc1ccc(-n2ncc(C(=O)NCc3cccs3)c2C2CCN(C(=O)OC(C)(C)C)CC2)cc1,?
COCC1CN(C(C)=O)CC12CCN(C(=O)c1ccsc1)CC2 (stereo not given),i

(more compounds)
mol,Pf Dd2 growth
Cc1ccc(-c2nc3ccccn3c2Nc2ccccc2C)s1,?
CNC(=O)[C@@H]1CCCC[C@@H]1c1nc(-c2ccncc2)nn1CCO,3%
O=C(c1cccc(F)c1)N1CCC(Oc2cccnc2)C1 (stereo not given),1%
CCN(CC)CCN(C(=O)c1ccco1)c1nc2c(C)cccc2s1,?
COc1ccc(S(=O)(=O)N2CCc3c(C(=O)N(C)C)cccc32)cc1,?
CCOC(=O)c1cccc(NC(=O)C2CCN(c3nnc(C)c4c(C)n(-c5ccccc5)nc34)CC2)c1,-9%
CC(C)N1CCC(N2C[C@@H](CO)[C@H](c3nc(C4CC4)no3)C2)CC1,4%
CCCCc1ncc(CN2CCN(Cc3ccccc3)CC(O)C2)[nH]1 (stereo not given),?
COc1nc2nc(CCc3ccccc3)n(C)c2cc1-c1cccc(CO)c1,?
O=C(NCC(=O)N1CCN(c2ccccn2)CC1)c1cc2ccccc2[nH]1,?
O=c1c2c(CO)c(-c3ccc(F)cc3)nn2ccn1Cc1ccc(OC(F)(F)F)cc1,i
O=C(c1cc[nH]c(=O)c1)N1CC(F)(F)C[C@H]1c1nc(C2CC2)no1,10%
Fc1ccc(-c2cc(NC3CCCC3)nc3[nH]ccc23)nc1,-12%
O=C(c1ccco1)N1CCC(C2CCN(Cc3cccc(F)c3F)CC2)C1 (stereo not given),-1%
CN(C)S(=O)(=O)N1CCC2(CC1)CC1C(=O)NCCN1C2 (stereo not given),12%
COc1cccc(S(=O)(=O)N2CCn3ncc(C(=O)NCc4ccc(Cl)nc4)c3C2)c1,?
CN(C)c1ccc(C(=O)NC[C@H]2O[C@@H](CO)[C@@H](O)[C@H]2N2CCN(c3ccccc3)CC2)cc1,i
Cc1cc(CNC(=O)c2cccc(C3CCNC3)c2)ccc1F (stereo not given),?
Cc1cc(C)n(-c2nc3ccccc3nc2Nc2ccc(C(C)C)cc2)n1,-10%
O=C(C[C@@H]1CCNC[C@@H]1Cc1cc(CN2CCOCC2)on1)N1CCN(c2ccccc2)CC1,6%
CCOC(=O)c1cccc(NC(=O)c2cc(S(=O)(=O)N3CCCC(C)C3)cn2C)c1 (stereo not given),?
Cc1ccc(-c2cc(C(=O)N3CCSCC3)c3cnn(C)c3n2)c(C)c1,-16%
O=C(C1CC1)N1CCc2cc(Br)cc(S(=O)(=O)N3CCN(c4ccccc4)CC3)c21,21%
Cc1noc([C@@H]2CN(C(=O)CC(C)C)C[C@H]2CO)n1,7%
Cc1ccc(C(=O)N2CCC3(CC2)CC(N(Cc2ccc(F)cc2)C2CC2)CCO3)cn1 (stereo not given),?

A second format for 3 compounds above:
> Cc1ccc(-c2nc3ccccn3c2Nc2ccccc2C)s1
- Pf Dd2 growth: ?
> CNC(=O)[C@@H]1CCCC[C@@H]1c1nc(-c2ccncc2)nn1CCO
- Pf Dd2 growth: 3%
> O=C(c1cccc(F)c1)N1CCC(Oc2cccnc2)C1 (stereo not given)
- Pf Dd2 growth: 1%

Nothing new here: an excerpt of the list.
mol,Pf Dd2 growth
CNC(=O)[C@@H]1CCCC[C@@H]1c1nc(-c2ccncc2)nn1CCO,3%
O=C(c1cccc(F)c1)N1CCC(Oc2cccnc2)C1 (stereo not given),1%

More entries:
mol,Pf Dd2 growth
O=C(O)c1cc2c(s1)CCN(C(=O)c1ccc(Cl)cc1)C2,0%
CCc1nc2c(=O)n(CC(=O)N3CCN(c4ccccc4F)CC3)nc(C)c2s1,0%
COc1ccc(NC(=O)c2cnc3c(c2)N(c2ccccc2OC)CCC3)cn1,6.3µM*
O=C(c1ccc2c(c1)OCO2)N1CCc2nn(Cc3ccccc3)c(=O)n2CC1,-7%
Cn1c(-c2ccccc2)cnc1NCc1ccccc1O,-28%
Cc1ccc(NC(=O)Cn2c(=O)c(-c3noc(C)n3)c3n(c2=O)CCCCC3)c(Cl)c1,-5%
Cc1cccc(NC(=O)N2CCC(CC(=O)NCc3ccccc3)C2)c1C (stereo not given),-13%
COc1cccc(CN2CCC3(C2)C(=O)N(C)C(=O)N3C)c1 (stereo not given),20%
CCc1cnc2c(c1SCC(=O)Nc1ccc(Cl)cc1)c(=O)n(C)c(=O)n2C,-14%
CCc1c(C)nc(N)nc1NCc1noc(COC)n1,-13%
Cc1c(CC(=O)NCC2CC2)c2c(n1Cc1ccccc1F)CCCC2=O,-8%
COc1ccc(O[C@H]2COCCN(S(=O)(=O)c3ccc(Cl)cc3)C2)cc1,-18%[44.1 µM]
Cc1noc(C)c1-c1cc2c(cc(C)n2C)c(N2CCN(Cc3ccccc3)CC2)n1,?
CCCN(CCC)CCCNC(=O)c1cn(CC)c2ccc(S(=O)(=O)N(C)C3CCCCC3)cc2c1=O,i
CC(C)CNC(=O)c1ccc2c(c1)C1(CCN(C)C1)CN2CC1CC1 (stereo not given),i
CC(C)C(=O)NCC1Cn2cccc2C(=O)N1Cc1ccccc1 (stereo not given),i
Cc1ncsc1CN1CCC[C@H]1C(=O)N1CCCCCCNC(=O)CC1,?
O=C1CCC2(CCN1)CCN(C(=O)C1CCCCC1)CC2,?
O=C1CCCN1CCCN1C(=O)[C@H]2CN(Cc3ccncc3)C[C@H]2C1=O,32%[activator]
CN1CCNc2nc(COc3ccc(Oc4ccccc4)cc3)n(Cc3ccccc3)c2C1=O,?
CCc1cccc(C)c1NC(=O)c1cc(S(=O)(=O)N2CCOCC2)cn1C,19%
O=C(c1ccccc1F)N1CCCC(c2nc(C3CCOCC3)no2)C1 (stereo not given),25%
C#CCN(C)C(=O)[C@@H]1CCCN1[C@@H](C(=O)NC)c1ccccc1F,25%[44.1 µM]
CC(C)CCN1C[C@@H]2C(=O)N(Cc3ccc4c(c3)OCO4)C(=O)[C@@H]2C1,16%
COc1ccc(CN2CC[C@H](c3nnc(-c4ccncc4)o3)C2)cc1,i

The list goes on:
mol,Pf Dd2 growth
Cc1cc(C)n(CC(=O)N2CCOCC(CO)C2)c(=O)n1 (stereo not given),10%
CCCCOC(=O)c1ccc(OC(=O)c2sc3ncn(Cc4ccccc4Cl)c(=O)c3c2C)cc1,?
Cc1cc(C)n2c(Nc3ccccc3C)c(-c3cccs3)nc2n1,13%
CCN1C(=O)COC[C@@H]1C(O)c1ccc(NC(=O)Cc2ccc(OC)cc2)cc1 (stereo not given in full),8%[44.1 µM]
Cc1ccc(C(=O)N2CCCC3(CNc4ccccc4[S+](=O)([O-])N3)C2)cc1 (stereo not given),-11%
COc1ccc(S(=O)(=O)NCCc2sc(C)nc2C)cc1,42%[activator]
Cc1cccc(C(=O)N2CCc3[nH]nc(C(=O)NCCCc4ccccc4)c3C2)c1,-9%
CNS(=O)(=O)c1cn(CC(=O)Nc2cccc(C(F)(F)F)c2)cc1S(=O)(=O)NC,i
Cn1c(=O)c2c(nc(SCC(=O)Nc3ccccc3F)n2Cc2ccc(Cl)cc2)n(C)c1=O,2%
CCc1nncn1C1CCN(S(=O)(=O)c2c(C)noc2C)C1 (stereo not given),-4%
CCc1ccccc1NC(=O)c1cc2c(=O)[nH]c(C)cn2n1,14%
O=C1OCC2=C1C(c1cccs1)NC(=O)N2CC(=O)N1CCCCC1 (stereo not given),-12%
COc1ccc(C(=O)N[C@@H]2CCC[C@@H]2C(=O)NCc2ccc(C)o2)cc1,?
CCNc1cc(N2CCC(CCC(=O)NC3CCCC3)CC2)ncn1,?
CC(C)c1noc(-c2cn(C3CCN(C(=O)c4ccccc4)CC3)nn2)n1,?
CC(C)CNC(=O)N1CCCCCCNC(=O)[C@@H]2CCC[C@@H]21,?

Not all compounds are listed; count on the stated rates, not on these rows.
